# 12-LOX inh: ALOX12 (human) lipoxygenase inhibition; hit rate 1.1% among 580,000; P18054; Potency, µM (titrated, usually from 108 µM), without a hit: at the highest dose activity change, negative = inhibition, actives largely listed as inhibitors; purified 12hLO, xylenol orange hydroperoxide absorbance; active = well fitted inhibition curve with a large enough effect; inconclusive = small, poorly fitted or top-dose-only effect, or another doubt; inactive = no such curve, though single readings can be large or run the other way
# Target sequence (P18054 whole entry, looked up): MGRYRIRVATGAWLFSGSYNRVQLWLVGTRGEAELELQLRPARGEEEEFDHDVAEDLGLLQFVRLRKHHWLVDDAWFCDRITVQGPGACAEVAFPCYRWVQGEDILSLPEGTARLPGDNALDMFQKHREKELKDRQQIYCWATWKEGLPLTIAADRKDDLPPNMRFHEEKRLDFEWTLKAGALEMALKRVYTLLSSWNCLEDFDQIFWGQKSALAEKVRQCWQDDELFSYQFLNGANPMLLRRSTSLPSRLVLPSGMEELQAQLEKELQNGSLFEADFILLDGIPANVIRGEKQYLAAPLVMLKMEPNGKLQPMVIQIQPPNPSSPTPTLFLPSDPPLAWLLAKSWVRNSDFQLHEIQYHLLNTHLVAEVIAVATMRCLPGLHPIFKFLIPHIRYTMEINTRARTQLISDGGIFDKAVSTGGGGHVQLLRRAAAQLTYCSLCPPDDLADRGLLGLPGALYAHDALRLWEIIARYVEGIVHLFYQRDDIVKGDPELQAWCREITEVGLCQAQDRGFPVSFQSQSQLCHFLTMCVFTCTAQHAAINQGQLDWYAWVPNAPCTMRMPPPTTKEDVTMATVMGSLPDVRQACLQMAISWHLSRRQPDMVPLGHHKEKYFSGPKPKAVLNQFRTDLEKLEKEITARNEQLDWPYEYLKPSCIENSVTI
#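 Purified human 12hLO (150 nM final) in 25 mM Hepes, 0.01% Triton X-100, pH 7.0 was preincubated 15 min at room temperature with compound. Then 40 uM arachidonic acid was added, 30 min. Hydroperoxide was read by Fe-XO absorbance ratio 573/405 nm.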
# The depositor's hits bear a star; ? = inconclusive; [ ] = remark or other dose. % is set by controls: 0 for no effect and ±100 for the full control effect; potency is the fitted concentration of half-maximal effect. Only part of the results is shown, so the mix of outcomes need not match the whole.
SMILES,12-LOX inh
COc1ccc(C(=O)/C=C/c2ccc(C)cc2)cc1OC,-22.0%
O=c1c2nc(OCc3ccc(C(F)(F)F)cc3)ccc2ncn1C1CC1,17.0%[176 µM]
COc1ccc(C2(CNC(=O)c3ccc(Cl)cc3Cl)CCOCC2)cc1,-14.9%
O=C(Nc1ccccc1)N[C@H]1CO[C@H]2[C@@H]1OC[C@H]2OC(=O)Nc1ccccc1,3.9%[176 µM]
CC(C)c1ccccc1NC(=O)COC(=O)CCc1nc2ccccc2s1,21.3%
CC(=O)Nc1cccc(C(=O)N2CCC(n3cc(-c4nc(C)no4)nn3)C2)c1 (stereo not given),11.3%
CC1Oc2ccc(NS(=O)(=O)c3ccc(Cl)cc3)cc2CN(Cc2ccccc2F)C1=O (stereo not given),-6.3%
O=C(C1CCOCC1)N1CCCC1c1nc(C2CCOCC2)no1 (stereo not given),6.3%
CCn1ccc2sc(C)c(C(=O)NCc3ccc(OC)cc3OC)c2c1=O,9.2%
Cc1ccccc1CN1CCC2(Cc3ccccc3CNC2=O)C1 (stereo not given),?
Cc1cc(NC(=O)Cc2cn(C)c3ccccc23)ccc1Nc1cccnc1,-23.1%
CCCN(Cc1cc(=O)[nH]c2c(C)cc(C)cc12)C(=O)Nc1ccccc1OC,4.8%
Cc1ccc(-c2ccc(C=O)o2)c(Br)c1,-27.4%
CC(=O)Nc1ccc(NC(=O)c2ccc(C)cc2Cl)cc1,-6.1%
COc1ccccc1-c1ccnc(N[C@H]2CO[C@H]3[C@@H]2OC[C@@H]3NC(=O)c2ccc(C(F)(F)F)cc2)n1,39.3%[activator]
O=C1N(Cc2ccccc2)c2ccccc2C12CCN([S+](=O)([O-])c1cccc(C(F)(F)F)c1)C2 (stereo not given),20.4%
CCNC(=O)c1cccnc1OC1CCN(C(=O)c2ccoc2)C1 (stereo not given),34.2%
COc1ccc2c(c1)c(CN1CCCC(c3nc(C(C)C)no3)CCNC(=O)CC1)cn2C(C)C (stereo not given),16.1%
O=C1N(CC2CCC2)CCCC1(O)CNCC1CCCCC1 (stereo not given),12.5%
CCOC(=O)c1ccc(N2CCN(C(C)=O)CC2)c(NC(=O)c2ccc(CC)cc2)c1,?
CN1CCCC2(C1)CN(C)c1ccc(C(=O)NCCc3ccccc3)cc12 (stereo not given),-18.3%[176 µM]
CN1CCC(Oc2ncccc2C(=O)NCCc2ccncc2)CC1,30.2%[activator]
Cc1ccc(NC(=O)Cc2n[nH]c(=O)c3ccccc23)cc1S(=O)(=O)Nc1ccccc1Cl,2.4%
CCN1c2cc(C(=O)Nc3ccc(OC)c(OC)c3)ccc2C(=O)N2CCCCCC21 (stereo not given),26.1%
CCOc1ccc(N2C(=O)C(c3nnnn3Cc3ccccc3)N(CCOC)C2=O)cc1 (stereo not given),-1.8%
CCN(Cc1nccn1C)C(=O)c1ccc(NCc2cccc(C)c2)nc1,50.5%[activator]
COc1ccc(C[C@@H](C)[C@@H](C)Cc2ccc(OC)c(OC)c2)cc1OC,-17.4%[57.4 µM]
COC(=O)C[C@H]1CC[C@@H](NC(=O)Nc2c(C)noc2C)[C@@H](CO)O1,1.3%
COc1cccc(-c2ccccc2NC(=O)C2CCN(Cc3ccccc3F)CC2)c1,0.9%
Cc1noc(C2CC3(CCN(C(=O)C4CCC4)CC3)CN2C)n1 (stereo not given),7.6%
CCC[C@H]1CN(Cc2ccccc2C#N)C[C@@H]1NS(C)(=O)=O,?
O=C1[C@@H]2C[C@@H](O)CN2C2(CN(Cc3ccccn3)C2)C(=O)N1Cc1ccccc1Cl,57.2%[activator][176 µM]
COc1cccc(-c2cccc(C(=O)N[C@H]3C[C@@H]4OCC[C@H]34)c2)c1,48.1%[activator]
Cc1ccc(CNC(=O)c2ccccn2)s1,80.8%[activator]
Cc1cccc(C(=O)N2CCC(Oc3ccccc3F)(C(=O)O)CC2)c1,13.3%
CN(C)S(=O)(=O)c1cccc(NC(=O)c2cccc(Oc3ccccc3)c2)c1,3.8%

# An excerpt from the list above, as a working copy:
SMILES,12-LOX inh
COc1cccc(-c2cccc(C(=O)N[C@H]3C[C@@H]4OCC[C@H]34)c2)c1,48.1%[activator]
Cc1ccc(CNC(=O)c2ccccn2)s1,80.8%[activator]
Cc1cccc(C(=O)N2CCC(Oc3ccccc3F)(C(=O)O)CC2)c1,13.3%
CN(C)S(=O)(=O)c1cccc(NC(=O)c2cccc(Oc3ccccc3)c2)c1,3.8%

# Additional results.
SMILES,12-LOX inh
COCCNC(=O)[C@@H]1Cc2cn(Cc3nccn3C)c3cccc(c23)[C@H](CC(C)C)N1,75.8%[activator][176 µM]
O=C(O)c1cc(/C=C/c2csc(-c3ccc(Cl)cc3)n2)nc2ccccc12,?
Cc1nc2ccc(C(=O)NCCC3CCCC3)cc2nc1C,2.3%
CCOc1cc(/C=C/C(=O)c2ccc(Cl)cc2)ccc1O,?
Cc1nnc(-c2cc(-c3cccc(F)c3)ccn2)n1C1CCCCC1,2.7%[176 µM]
CCNC(=O)c1n[nH]c2c1CN(C(=O)c1cccc(Br)c1)CC2,49.6%[activator]
Cn1c(=O)[nH]c(=O)c2c1nc(N1CCC(C(N)=O)CC1)n2CCCc1ccccc1,0.7%
O=Cc1ccccc1-c1ccc(OC(F)(F)F)cc1,1.2%[12.5 µM]
CN1C(=O)[C@H]2CN(Cc3cccc(Br)c3)C[C@H]2C1=O,4.2%
Cc1ccccc1C(=O)N1CCC2(CC1)OCC(C(=O)N1CCOCC1)N2C(=O)c1cccc(F)c1 (stereo not given),17.5%
O=C(c1ccoc1)N1CC(Oc2ccccc2-c2nc(C3CC3)no2)C1,25.2%
COc1ccc(Cl)cc1C(=O)N1CC[C@@H]2CN(S(C)(=O)=O)[C@@H]2C1,47.5%[activator]
COc1ccc(C(=O)N[C@H]2[C@H](O)[C@H](O)C[C@@H]2c2cccnc2)cc1,56.5%[activator][176 µM]
CCc1sc(C(=O)NCc2ccccc2OC)cc1C,-2.3%
CCC1=C(C(=O)OC)C(c2ccccc2Cl)N2C(CC(=O)NCC3CCCO3)=CSC2=N1 (stereo not given),-0.1%
COCCNC(=O)[C@@H]1CCC[C@@H](NCc2cccc3c2OCO3)CN(C)C(=O)C1,-4.0%[176 µM]
COC(=O)CCCNC(=O)Cn1ccc2cc(Br)ccc21,-10.6%
O=c1[nH]c(N2CCOCC2)nc2c1CCN(S(=O)(=O)c1ccccc1F)CC2,38.2%
Cc1ccccc1NC(=O)N1CCCC(c2noc(COc3ccccc3)n2)C1 (stereo not given),32.0%
COc1cc(OC)c(OC)cc1/C=C/c1nc2ccccc2[nH]c1=O,?
CCOc1ccc(C(C)NC(=O)Cc2cccs2)cc1OCC (stereo not given),-11.7%
CCc1n[nH]c(CC2CCN(C(=O)Cc3c[nH]c4ccccc34)CC2)n1,0.8%
C[C@]1(CO)[C@H]2Cc3sc(NC(=O)c4ccc(F)cc4)nc3[C@@H](CC(=O)NCc3cccnc3)[C@]2(C)CC[C@H]1O,51.1%[activator]
CCOc1ccc2nc(SC3CC(=O)N(c4ccc(C)c(C)c4)C3=O)nc(C)c2c1 (stereo not given),27.8%
COc1ccc(C)cc1-n1nnnc1SCC(=O)NCCc1ccccc1,9.0%
COc1cccc([S+](=O)([O-])N2CCC3(CC(C)=NO3)C2)c1 (stereo not given),41.3%[176 µM]
O=C(OCc1cc(=O)oc2cc(O)ccc12)c1ccc(F)cc1F,?
CCC(NC(=O)c1ccncc1)C12CC3CC(CC(C3)C1)C2 (stereo not given),?
CC(C(=O)N(C)CC(=O)Nc1ccccc1C(F)(F)F)N1CCCC(C(F)(F)F)C1 (stereo not given),-56.9%
Cc1nnc(-c2cc(-c3cccc(CO)c3)ccn2)n1Cc1ccccc1,43.4%[activator][176 µM]
Cc1ccc2nc(C)cc(C(=O)NC3CCN(C(=O)c4ccccc4)CC3)c2c1,?
COc1ccc(C(=O)N2CCC3(CCCN(c4ncccn4)C3)CC2)cc1,?
O=C(Cn1nc2c(cc1=O)CCCCC2)Nc1cccc2[nH]ccc12,29.1%
Nc1nccnc1C(=O)NCC1(c2ccccc2)CC1,41.6%[activator]
CSc1cccc(NC(=O)C2CCN(C(=O)c3ncn4c3COC(c3ccc(F)cc3)C4)CC2)c1 (stereo not given),17.2%
OC1(c2cccnc2)CCN(Cc2ccc3c(c2)CN(Cc2ccc(F)c(F)c2)CCO3)CC1,8.4%
O=C(c1ccccc1Cl)N1CCC2(CC1)CC(=O)N(c1ccccc1)c1ccccc1O2,18.8%
CC(C)CNC(=O)OCc1cn(Cc2cc(F)cc(F)c2)nn1,-1.4%
CCCN(CC1CC1)C(=O)C1CCC(=O)N(CCc2ccc(Cl)cc2)C1 (stereo not given),7.2%
COC(=O)c1c(C)[nH]c(C(=O)C(C)OC(=O)C23CC4CC(CC(C4)C2)C3)c1C (stereo not given),-10.4%
CCNC(=O)CNC(=O)c1cc(-c2ccc(F)cc2)nc2ccccc12,-13.4%
O=C(COc1ccccc1)N1CCC(O)(c2csc(CN3CCOCC3)n2)CC1,32.4%[176 µM]
COC(=O)N1CCC2(CCN(Cc3nccs3)CC2)CC1,-0.9%[57.4 µM]
CC1(C)CN(C(=O)C2CCN(C(=O)C3CCCC3)CC2)CC1(C)O (stereo not given),18.6%
COc1ccc(-n2ncc3c(Nc4ccc(Cl)c(Cl)c4)ncnc32)cc1,?
Fc1cc(Br)ccc1NC(=S)NCc1cccs1,25.1µM*
COCCn1nc(C(=O)NCC(c2ccccc2OC)N2CCCC2)ccc1=O (stereo not given),10.8%
COc1ccc(-n2c(=O)c3c(n2Cc2ccccc2)CN(C(=O)COc2ccccc2)CC3)cc1,25.7%

# 4 entries already listed, arranged by SMILES length, descending:
SMILES,12-LOX inh
COCCNC(=O)[C@@H]1CCC[C@@H](NCc2cccc3c2OCO3)CN(C)C(=O)C1,-4.0%[176 µM]
CCOC(=O)c1ccc(N2CCN(C(C)=O)CC2)c(NC(=O)c2ccc(CC)cc2)c1,?
COc1ccc(Cl)cc1C(=O)N1CC[C@@H]2CN(S(C)(=O)=O)[C@@H]2C1,47.5%[activator]
Cc1nnc(-c2cc(-c3cccc(CO)c3)ccn2)n1Cc1ccccc1,43.4%[activator][176 µM]

# Additional results follow:
SMILES,12-LOX inh
CC(C)CNc1nc(C(=O)Nc2nnc(C(C)(C)C)s2)cs1,38.7%[activator]
CCc1noc(-c2cn(C3CCCN(C(=O)c4cc(C)cc(C)c4)C3)nn2)n1 (stereo not given),8.2%
O=C1Nc2ccccc2C(=O)N2CCC[C@@H]12,-11.8%
CCn1c(SCC(=O)NC(C)c2ccc3c(c2)CCCC3)nnc1C1CC1 (stereo not given),11.3%
Cn1ncc(N2CCC(CNC(=O)c3ccccc3-c3ncn[nH]3)C2)cc1=O (stereo not given),26.6%
CC(=O)c1c(C)[nH]c(C(=O)C(C)OC(=O)c2cccc(O)c2)c1C (stereo not given),?
O=C(c1nnn2c1COC(c1ccccc1)C2)N1CCN(C(=O)C2(c3ccccc3)CC2)CC1 (stereo not given),23.0%
Cc1nn(Cc2ccccc2)c(C)c1[C@@H]1C=C[C@@H](NC(=O)C2CCCCC2)C1,-9.5%[176 µM]
CCCC(=O)N1CCn2c(nnc2[C@@H]2C[C@@H](O)CN2Cc2ccccc2)C1,21.2%
Cc1ccc(C(NC(=O)Cc2cccs2)C(=O)Nc2ccc3c(c2)OCCO3)cc1 (stereo not given),?
Cc1ccccc1C(=O)N1C2CCCC1CC(=O)C2,2.0%[176 µM]
O=C1CN([S+](=O)([O-])C2CC2)CCN1[S+](=O)([O-])c1ccc(Cl)nc1,?
CCCc1nc(C)cc(N2CCC(NCCc3ccc(Cl)cc3)CC2)n1,8.91µM*
COc1cc(/C=C(/C#N)c2nc3ccccc3o2)ccc1O,?
O=C(NCCN1CCN(C(=O)c2cc(Cl)cc(Cl)c2)CC1)c1cc(Cl)cc(Cl)c1,?
Cc1ccc(-c2nc(CSCC(=O)NCc3cccs3)c(C)o2)cc1,?
COC(=O)C1=C(C)N(Cc2cccnc2)C(=O)/C1=C\c1cccs1,?
Cc1cccc2ccccc12,-10.3%
CCc1cccc(N2C(=O)CS(=O)(=O)C23C(=O)N(Cc2ccc(Cl)cc2)c2ccccc23)c1 (stereo not given),-8.8%
COc1cccc(NC(=O)N[C@H]2CC[C@@]34CCCN3C(=O)CCC[C@H]4C2Cc2ccccc2)c1 (stereo not given in full),-43.1%
CCC(=O)c1ccc(C2CCCCC2)cc1,19.0%
Cc1cc(=O)n(CC(=O)N2CCc3ccccc32)c(N2CCc3ccccc3C2)n1,-11.1%
CC(CC(=O)Nc1ccc(F)cc1F)n1ccnc1 (stereo not given),-12.7%
O=C(Nc1cccc2ccccc12)OC[C@@H]1CSCCS(=O)(=O)N1,-2.4%
c1ccc(CN2CCNc3cnc(Nc4ccncn4)cc3C2)cc1,9.7%[176 µM]
O=C1N(CC2CC2)CCOC12CCN(Cc1ccc(F)c(Cl)c1)CC2,1.0%[176 µM]
O=C(NC1CCN(c2nc3ncccc3o2)CC1)c1ccc(Cl)nc1,-24.7%
Cc1cccc(-n2c(=O)c3c(cc(C)n3C)n(CC(=O)Nc3ccc4c(c3)OCO4)c2=O)c1,8.4%
CN(Cc1noc(C2CCCC2)n1)C(=O)Cn1ncc2ccccc2c1=O,-0.6%

# Retrieved by structure from the list above:
SMILES,12-LOX inh
c1ccc(CN2CCNc3cnc(Nc4ccncn4)cc3C2)cc1,9.7%[176 µM]
O=C1N(CC2CC2)CCOC12CCN(Cc1ccc(F)c(Cl)c1)CC2,1.0%[176 µM]
CN(Cc1noc(C2CCCC2)n1)C(=O)Cn1ncc2ccccc2c1=O,-0.6%
Cc1cccc(-n2c(=O)c3c(cc(C)n3C)n(CC(=O)Nc3ccc4c(c3)OCO4)c2=O)c1,8.4%

# Source: PubChem
